SMN2 splice up: enhancers of SMN2 splice variant expression; Potency, µM (top dose mostly 46.1 µM), for inactives: top-dose activity change, positive = activation, hits mostly activators; HEK293 SMN2-luciferase splicing reporter, luminescence, 30-36 h; 210,000 tested, 2.8% active; note: potency is the fitted concentration of half-maximal effect; % of control where 0% means no effect; nearly all actives have a fitted effect of over 55% in size
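qHTS luciferase splicing reporter: luminescence rises when SMN2 exon 7 is included in transfected HEK293 cells. Compound exposure lasted 30-36 h at 37C, with 4.5 mM final sodium butyrate as control, followed by a ONE-Glo read.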
Lamin A splicing: LMNA splicing modulation | HeLa LMNA splicing GFP/RFP minigene ratio, 48 h | Potency, µM (doses to about 46.1 µM), inactives show at the top dose ratio change, negative = inhibition, usual class: inhibitors | 200,000 tested, 0.01% active | AID 1487; active = well fitted inhibition curve with a large enough effect in the signal ratio, with a control signal flat, not every such curve was filed as active; inconclusive = small, poorly fitted or top-dose-only effect, or effect the other way, or a change in a side signal; the % refers to the signal ratio; note: potency is the fitted concentration of half-maximal effect; % is set by controls: 0 for no effect and ±100 for the full control effect
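Read-out is the ratio of GFP to DsRed2 object intensity, acquired by 488 nm laser-scanning cytometry on HeLa lamin A-EGFP minigene reporter cells. Compound incubation 48 hrs at 37 °C in Opti-MEM with 2% FBS; DMSO 0.5% final.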
CBFb-RUNX1 inh: CBF-beta/RUNX1 interaction disruption | AlphaScreen CBFb-His/RUNX1-biotin binding, biochemical | Potency, µM (doses to about 59.8 µM), without a hit: top-dose activity, negative = inhibition, hits mostly inhibitors | 230,000 tested, under 10 active | AID 1477; note: % of control where 0% means no effect
Target sequence (Q01196 whole entry, looked up): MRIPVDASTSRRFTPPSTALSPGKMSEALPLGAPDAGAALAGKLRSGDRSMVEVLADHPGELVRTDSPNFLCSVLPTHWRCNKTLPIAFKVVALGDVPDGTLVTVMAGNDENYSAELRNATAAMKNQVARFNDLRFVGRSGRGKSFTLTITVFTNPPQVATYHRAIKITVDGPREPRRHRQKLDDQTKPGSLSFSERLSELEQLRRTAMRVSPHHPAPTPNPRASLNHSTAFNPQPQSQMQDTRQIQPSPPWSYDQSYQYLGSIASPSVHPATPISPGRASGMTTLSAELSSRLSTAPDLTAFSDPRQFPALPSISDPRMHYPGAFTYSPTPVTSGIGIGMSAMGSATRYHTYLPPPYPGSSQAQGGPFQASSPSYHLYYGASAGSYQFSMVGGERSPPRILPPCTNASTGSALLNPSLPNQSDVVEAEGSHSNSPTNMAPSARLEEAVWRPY
Target sequence (Q13951 whole entry, looked up): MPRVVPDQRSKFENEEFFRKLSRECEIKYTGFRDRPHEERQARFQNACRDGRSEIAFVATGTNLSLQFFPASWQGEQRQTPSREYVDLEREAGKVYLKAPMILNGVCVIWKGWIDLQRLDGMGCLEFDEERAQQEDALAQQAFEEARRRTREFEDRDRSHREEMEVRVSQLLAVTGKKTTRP
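CBFb-His/RUNX1-biotin, 30 nM each, preincubated 20 min RT; compound 15 min RT; Ni + streptavidin beads 50 ng each, 90 min RT; AlphaScreen read.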
HTT ATP protect: Huntington cell model cytoprotection by ATP luminescence. PC12 HTT-Q103 induced, cytoprotection, ATP luminescence, 40 h. Potency, µM (titrated, usually from 56.4 µM), for inactives: cytoprotection (ATP increase), most hits filed as activators. 230,000 tested, 0.14% active;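 note: potency is the fitted concentration of half-maximal effect; % of control where 0% means no effect; nearly all actives have a fitted effect of over 45% in size; toxic huntingtin expression switched on by the ecdysone agonist tebufenozide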
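ATP quantification (ATPlite) reports survival of PC12 cells in which tebufenozide, 100 nM final, switches on Htt exon 1 with 103 glutamines linked to GFP; compounds are titrated.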
HTT aggregate: reduces HttQ103-GFP aggregates in PC12 cells; PC12 HttQ103-GFP aggregates, Acumen cytometry, 40 h; Potency, µM (doses to about 46.1 µM), inactives show at the top dose activity change, negative = inhibition, usual class: inhibitors; 220,000 tested, 1.1% active; note: potency is the fitted concentration of half-maximal effect; % is set by controls: 0 for no effect and ±100 for the full control effect; nearly all actives have a fitted effect of over 60% in size
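Ecdysone-promoter PC12 model expressing HTT exon 1 Q103 fused to GFP, induced by tebufenozide at 100 nM final. Compounds titrated; aggregates sized 1–25 µm scored on a 488 nm laser cytometer.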
IMPase Li cell: IMPase inhibition in cells with lithium potentiation | AID 1457 | Potency, µM (titrated, usually from 59.4 µM), without a hit: top-dose activity, negative = IMPase inhibition, usual class: inhibitors | 210,000 tested, 0.35% active | CHO-M1 cells, IP1 TR-FRET (IP-One), carbachol + lithium;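 note: IP1 builds up when IMPase is blocked and the TR-FRET signal falls; potency is the fitted concentration of half-maximal effect; plate controls were basal vehicle for no effect and high inhibitor control for full effect; nearly all actives have a fitted effect of over 50% in size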
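CHO-M1, 2000 cells/well, 16–30 h culture; cpd + low Li+, 30 min 37C; lysis with d2-IP1/Eu-anti-IP1 Ab, 10 min RT; TR-FRET 665/620 ratio and 620 channel; AC50 via Hill.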
Luc counter: counter-screen: inhibitors of Kinase-Glo firefly luciferase. Kinase-Glo luciferase, ATP luminescence, 8 min. Potency, µM (top dose mostly 38.3 µM), for the others: at the top dose activity change, negative = inhibition, actives largely listed as inhibitors. 200,000 tested, 0.28% active. AID 1379; note: potency is the fitted concentration of half-maximal effect; % is set by controls: 0 for no effect and ±100 for the full control effect; nearly all actives have a fitted effect of over 60% in size
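Light output from Kinase-Glo luciferase with luciferin and 10 uM ATP in 50 mM imidazole pH 7.2, KCl, MgCl2, Tween 20, BSA; compound pin-delivered, 8-min ambient incubation, then luminescence read.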
* hit, by the source's call; ? = inconclusive; · = not tested or not shown; & = joins results of further samples; [ ] = remark or other dose. Unless noted, calls come from the whole dose curve; as a rule, active = well fitted curve in the direction sought with a large enough effect; inconclusive = small, poorly fitted or top-dose-only effect, or another doubt; inactive = no such curve, though single readings can be large; an effect the other way counts as inactive or inconclusive.

Value order – SMN2 splice up, Lamin A splicing, CBFb-RUNX1 inh, HTT ATP protect, HTT aggregate, IMPase Li cell, Luc counter
> CC(C)CC(COCc1ccc(Cl)cc1)N1CCN(C(=O)c2ccc(C(F)(F)F)cc2)CCC1=O (centres undefined)
  -30%, ?, 6%[2.36 µM], ·, ?, 14%, 4%
> C/C(N)=C(/C#N)C(=O)COC(=O)c1cc(S(=O)(=O)N2CCCCC2)ccc1C
  -41%[inhibitor], -10%, -4%, 2%[10 µM], -9%, 4%, -1%
> CC(C)NC(=O)NC(=O)COC(=O)c1cccc(OC(F)F)c1
  -1%, ?, 0%, 7%[10 µM], -4%, -5%, -3%
> CC1CCCCN1C(=O)c1ccc(NC(=O)c2ccccc2Cl)cc1 (centres undefined)
  -10%, ?, 0%, 32%[10 µM], -5%, 0%, 2%
> O=C(O)c1ccc(COc2ccc(/C=N/NC(=O)c3cccs3)cc2)cc1
  -16%, 9%, 2%, -9%, 24%, 6%[38.3 µM], 0%
> CC(C)Cn1cc(Cl)c(=O)n(CC(C)C)c1=O
  ·, ·, -2%, 29%[10 µM], 14%[9.22 µM], -26%, 0%
> CCOc1nc(C)ccc1-c1noc(-c2ccco2)n1
  12%, 9%, 7%, -12%[1.9 µM], 8%, 5%[38.3 µM], -2%
> CN(Cc1cc(=O)n2ccsc2n1)C1CCCCC1
  5%, ·, 1%, 3%, -1%[9.22 µM], 4%, 3%
> Cc1cc(/C=C2\C(=N)N3N=CSC3=NC2=O)c(C)n1Cc1ccccc1
  ·, ·, -12%, -42%[10 µM], 5%[9.22 µM], ·, ·
> CC(C)(O)C#Cc1ccc(CN2CCN(CCc3ccccc3)C(CCO)C2)s1 (centres undefined)
  ·, ·, ?, 8%[10 µM], 21%[9.22 µM], 17%, 0%
> COC(=O)Cn1c(=O)c(C)nc2ccccc21
  12%, ·, 3%, -55%, -6%, -13%, -2%
> CCN(CC)S(=O)(=O)c1ccc(NC(=O)COC(=O)c2cc(S(=O)(=O)Nc3ccc(OC)cc3)ccc2O)cc1
  10%, -33%[46 µM], -4%, 0%, -16%, 12%, 2%
> O=C(Nc1ccccc1C(=O)OC1CCOC1=O)c1ccco1 (centres undefined)
  13%, 6%, 6%, 1%, -13%, 24%[38.3 µM], 2%
> COc1ccnc(Oc2ccccc2)n1
  -1%, 7%, 10%, -2%[10 µM], 4%, -1%, -1%
> Cc1cc2oc(=O)cc(-c3ccccc3)c2c(C)c1-c1ccc(F)c(Cl)c1
  ·, ·, -9%[89.1 µM], -50%, ·, 9%, 2%[39.9 µM]

Full records, looked up by structure.
CCN(CC)S(=O)(=O)c1ccc(NC(=O)COC(=O)c2cc(S(=O)(=O)Nc3ccc(OC)cc3)ccc2O)cc1 is listed as SMN2 splice up: 10%; Lamin A splicing: -33%[46 µM]; CBFb-RUNX1 inh: -4%; HTT ATP protect: 0%; HTT aggregate: -16%; IMPase Li cell: 12%; Luc counter: 2%
CCOc1nc(C)ccc1-c1noc(-c2ccco2)n1 is listed as SMN2 splice up: 12%; Lamin A splicing: 9%; CBFb-RUNX1 inh: 7%; HTT ATP protect: -12%[1.9 µM]; HTT aggregate: 8%; IMPase Li cell: 5%[38.3 µM]; Luc counter: -2%

Following part.
Value order – SMN2 splice up, Lamin A splicing, CBFb-RUNX1 inh, HTT ATP protect, HTT aggregate, IMPase Li cell, Luc counter
> C=CCNC(=O)CC(=O)N/N=C/c1cccc(C)c1
  0%, ?, 0%, ·, 7%, 4%, 0%
> O=C(c1csc2c1CCCCC2)N1CCN(c2ncccn2)CC1
  -39%[inhibitor], 1%, 1%, -2%, 1%, 12%[38.3 µM], -3%
> O=c1c(-c2ccc(F)c(F)c2)nc2cncnc2n1Cc1ccccc1
  -26%, ·, ·, -32%[inhibitor], ·, -5%, -1%
> COCCSc1ccccc1C(=O)Nc1ccc(Cl)cc1
  1%, 12%[46 µM], 11%, -29%, 10%, 18%, -1%
> O=C(N/N=C/c1cccnc1)c1ccco1
  ·, ·, 5%, 23%[10 µM], -5%[9.22 µM], ·, ·
> Oc1ccccc1C=Nc1ccccc1-c1nc2ccccc2[nH]1
  32µM*, ?, 8%, -9%[10 µM], 1%, -3%, -1%
> COc1cc(OC)cc(C2C(C#N)=C(N)Oc3n[nH]c(-c4cccnc4)c32)c1 (centres undefined)
  ?, 0%, -2%, 4%, -12%, 23%[38.3 µM], 6%
> CC1(C(=O)NC2CCCC2)CCC(=O)N1Cc1cccs1 (centres undefined)
  13%, 5%, 4%, 5%, ?, 2%[38.3 µM], -1%
> C=CCn1c(O)c(N=NC(=S)Nc2ccc(OC)cc2)c2ccccc21
  -60%[inhibitor], ?, ·, ·, ?, 2%, 3%
> COc1cc(C(=O)NCCc2ccc3c(c2)OCCO3)ccc1OCC(=O)N1CCOCC1
  -6%, 13%, 3%, -34%, 14%, 18%[38.3 µM], -3%
> CC1CCCC(C)N1/N=C/c1ccc(Cl)cc1 (centres undefined)
  2%, 2%, -4%, -20%, 8%, 28%[38.3 µM], 0%
> O=C(COc1cccc2cccnc12)NCC(F)(F)F
  -4%, 6%, -11%, -25%, 2%, -22%[38.3 µM], -6%
> O=C(Cc1ccc(F)cc1)Nc1nnc(SCC(=O)N2CCCCC2)s1
  -9%, ?, 1%, -28%, 14%, -13%, 3%
> O=C(O)/C=C/c1cccc2c1OCCO2
  ·, ·, 7%, 4%[10 µM], 0%[9.22 µM], ·, ·
> CN(C(=O)C1CCOC1)c1nnc(-c2cccnc2)s1 (centres undefined)
  8%, 7%, 9%, -18%[10 µM], -8%, 11%[38.3 µM], -1%

Brought forward from above: 4 compounds, then new ones.
Value order – SMN2 splice up, Lamin A splicing, CBFb-RUNX1 inh, HTT ATP protect, HTT aggregate, IMPase Li cell, Luc counter
> O=C(COc1cccc2cccnc12)NCC(F)(F)F
  -4%, 6%, -11%, -25%, 2%, -22%[38.3 µM], -6%
> O=C(Cc1ccc(F)cc1)Nc1nnc(SCC(=O)N2CCCCC2)s1
  -9%, ?, 1%, -28%, 14%, -13%, 3%
> O=C(O)/C=C/c1cccc2c1OCCO2
  ·, ·, 7%, 4%[10 µM], 0%[9.22 µM], ·, ·
> CN(C(=O)C1CCOC1)c1nnc(-c2cccnc2)s1 (centres undefined)
  8%, 7%, 9%, -18%[10 µM], -8%, 11%[38.3 µM], -1%
> CCCn1c(SC/C(O)=C(\C#N)c2nc3ccccc3[nH]2)n[nH]c1=O
  -35%[inhibitor], ·, -4%, -203%[inhibitor], 32%, -24%, 3%
> COc1ccc2c(c1OC)C(=O)O[C@@H]2[C@H]1c2c(cc3c(c2OC)OCO3)CCN1C
  -8%, 2%, 7%, -1%[1.9 µM], 15%, 14%&11%&21%, 11%&1%&4%
> CCOC(=O)c1[nH]c2ccc(Br)cc2c1NC(=O)CCN1CCCC(C)(C)C1
  -2%, ?, -9%, ·, -9%, 10%, -4%
> COc1ccc(-c2nnc(N3CCC(C)CC3)c3ccccc23)cc1
  -5%, 12%, 3%, -19%, 6%, 6%[38.3 µM], 5%
> CCCCCCC#Cc1cncc(C(=O)NNC(=O)Nc2cc(Cl)cc(Cl)c2)c1
  ·, ·, 6%, 4%[10 µM], 23%[9.22 µM], ·, ·
> COc1ccc(-n2c(Cc3cccn3C)nnc2SCC(=O)Nc2cc(Cl)ccc2OC)cc1
  5%, ?, 2%, 2%[10 µM], 13%, 15%, 3%
> c1ccc(-c2ncnc3nc4n(c23)CCC4)cc1
  -9%, -4%, 9%, -12%, -4%, 0%[38.3 µM], -4%
> CCOc1cc(/C=C2\N=C(SC)SC2=O)cc([N+](=O)[O-])c1OC(C)=O
  -9%, 4%, -17%, -19%, 0%, 8%[38.3 µM], -6%
> O=C1NCCC/C1=N/Nc1cc(F)ccc1F
  ·, ·, 3%, 12%[10 µM], 0%[9.22 µM], ·, ·
> Cc1ccc2c(c1)Cc1nc3ccccc3nc1-2
  ?, ·, 26%, -134%[inhibitor], -12%, 6%, 8.9µM*
> CC(=C/c1ccccc1)/C=N/Nc1nc(N2CCOCC2)nc(N2CCOCC2)n1
  -5%, -9%, -18%, 0%[10 µM], -10%, 3%, 4%
> CCN(CCCNC(=O)C1CCN(S(=O)(=O)CC)CC1)c1cccc(C)c1
  -2%, 5%, -3%, 10%, -4%, 0%[38.3 µM], -6%
> CCOC(=O)c1c(C=O)c(C)n(Cc2ccccc2Cl)c1C
  ·, ?, -7%, 5%, 5%, 36%[activator][38.3 µM], -3%
> C=CCN1C(=O)N(c2ccc(F)cc2)C(=O)C1CC(=O)Nc1ccc(Cl)cc1 (centres undefined)
  ·, ·, 4%, 12%[10 µM], 1%[9.22 µM], ·, ·
> CSc1ncccc1C(=O)Nc1nnc(C2CC2)s1
  6%, -2%[46 µM], 4%, -23%, 0%, -7%, -1%
> CCC1CCCCN1S(=O)(=O)c1ccc(S(=O)(=O)N(Cc2ccccn2)CC2CCCO2)cc1 (centres undefined)
  -45%[inhibitor], ?, -5%, -1%[10 µM], -3%, 15%, 1%
> N#C/C(=C\c1ccccc1[N+](=O)[O-])C(=O)NC1CCCCC1
  -46%[inhibitor], -33%[46 µM], -4%, -13%, -4%, 22%, -9%
> CC(=O)N1CCc2cc(S(=O)(=O)NCCC(=O)NCCc3ccc(C)cc3)ccc21
  -62%[inhibitor], ?, 0%, -9%, ?, 27%[38.3 µM], 0%
> COc1ccc(N2CCN(Cc3cc(=O)oc4cc5c(cc34)CCCC5)CC2)cc1
  3%, 3%, 0%, -8%, 18%, -2%[38.3 µM], -2%
> Cc1ccc(S(=O)(=O)NC(C(=O)Oc2ccc3c(C(F)(F)F)cc(=O)oc3c2)c2ccccc2)cc1 (centres undefined)
  ·, ?, -11%, 2%[10 µM], -12%, 7%, 9%
> COCCn1c(SCC(=O)Nc2ccc3[nH]c(=O)[nH]c3c2)nc2ccccc2c1=O
  ·, ·, 30%, -6%[10 µM], -8%[9.22 µM], ·, ·
> S=C(NCCCc1ccccc1)Nc1ccc(Cl)cc1
  ?, ?, 11%, 44%[10 µM], ?, -2%, 5%
> COc1ccc(-c2nc(-c3ccc(O)cc3O)cs2)cc1OC
  ?, ·, -17%, 3%[10 µM], 5%[9.22 µM], 29%, 2%

From PubChem BioAssay
